# MCL1 BIM primary = disrupts human MCL1 binding to BIM-BH3 peptide | inhibition, % at 10.9 µM | 320,000 tested, 0.68% active | Q07820 | GST-MCL1 / FITC-Bim-BH3 fluorescence polarization | AID 2057;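 active = inhibition above the mean inhibition of all tested compounds plus 3 SD, set per campaign, cut at about 40% in these data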;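 also: 0% = DMSO wells and 100% = unlabeled Bim-BH3 peptide control; higher means more loss of mP so more displacement of Bim peptide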
# Target sequence (Q07820 whole entry, looked up): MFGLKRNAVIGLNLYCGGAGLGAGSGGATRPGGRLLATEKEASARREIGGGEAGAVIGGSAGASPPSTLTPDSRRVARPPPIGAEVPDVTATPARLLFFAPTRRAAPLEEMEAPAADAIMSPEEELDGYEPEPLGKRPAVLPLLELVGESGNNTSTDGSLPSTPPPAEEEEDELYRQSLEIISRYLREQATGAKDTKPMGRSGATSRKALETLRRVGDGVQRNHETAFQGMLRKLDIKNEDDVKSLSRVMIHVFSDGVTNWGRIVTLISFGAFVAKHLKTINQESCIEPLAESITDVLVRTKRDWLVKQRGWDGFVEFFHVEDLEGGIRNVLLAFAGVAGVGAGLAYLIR
# Bcl-xL primary = inhibitors of human Bcl-xL; Q07817; 320,000 tested, 0.7% active; inhibition, % at 10.9 µM; GST-Bcl-xL / FITC-Bim BH3 peptide fluorescence polarization;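 active = inhibition above the mean of all tested compounds plus 3 SD, cutoff set per campaign, cut at about 30% in these data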;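 also: 0% = DMSO wells and 100% = unlabeled Bim-BH3 peptide competitor; inhibitors lower millipolarization by displacing the labeled peptide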
# Fam108B inh = blocks mouse Fam108B hydrolase in RBBP9 counter-screen; recombinant Fam108B, FP-Rh probe fluorescence polarization; inhibition, % at 9.51 µM; 300,000 tested, 0.33% active; AID 1947;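 active = inhibition above the screen mean inhibition plus 3 SD, computed separately per campaign, cut at about 18% in these data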;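 also: inhibitors lower polarization as less probe binds the enzyme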
# MEX-5 binding = C. elegans MEX-5 TCR-2 RNA binding activity; Q9XUB2; MEX-5/FITC-TCR2 RNA binding, fluorescence polarization; hits give low values; activity score (negative = inhibition of binding), % at 10 µM; 300,000 tested, 0.38% active;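 active = inhibition past about -25% in most replicates, and total fluorescence under double the plate's negative control median, limit read from the data; inconclusive = replicates evenly split on the limit, or fluorescence at least double controls; inactive = too little inhibition in most replicates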;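 also: 0% = DMSO and -100% = 5 µM competing unlabeled TCR2 RNA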
# PAFAH1B2 FP inh = PAFAH1B2 (human) inhibition; 340,000 tested, 1.2% active; inhibition, % at 3.39 µM; P68402; recombinant PAFAH1B2, FP-rhodamine activity probe, fluorescence polarization;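 active = inhibition above the mean of all tested compounds plus 3 SD, cut at about 24% in these data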;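 also: 0% = enzyme with DMSO and 100% = wells lacking PAFAH1B2; many of its hits are not listed in these tables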
# Target sequence (P68402 whole entry, looked up): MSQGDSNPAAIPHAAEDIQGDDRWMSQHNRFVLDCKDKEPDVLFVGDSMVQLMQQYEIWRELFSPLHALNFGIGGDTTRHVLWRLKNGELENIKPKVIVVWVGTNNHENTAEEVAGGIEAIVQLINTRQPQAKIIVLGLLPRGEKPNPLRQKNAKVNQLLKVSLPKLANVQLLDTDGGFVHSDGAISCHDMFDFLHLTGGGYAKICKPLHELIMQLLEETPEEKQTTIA
# PME-1 primary = PME-1 (human) inhibition. Q9Y570. recombinant PME-1, FP-Rh probe fluorescence polarization. inhibition, % at 5.9 µM. 320,000 tested, 0.53% active. AID 2130;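 active = inhibition above the campaign mean of all compounds plus 3 SD, cut at about 26% in these data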;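 also: competitive labeling of PME-1 active site by serine hydrolase directed probe; 0% = PME-1 with DMSO and 100% = wells lacking PME-1 enzyme; inhibitors block probe labeling so polarization falls and inhibition rises; many of its hits are not listed in these tables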
# Target sequence (Q9Y570 whole entry, looked up): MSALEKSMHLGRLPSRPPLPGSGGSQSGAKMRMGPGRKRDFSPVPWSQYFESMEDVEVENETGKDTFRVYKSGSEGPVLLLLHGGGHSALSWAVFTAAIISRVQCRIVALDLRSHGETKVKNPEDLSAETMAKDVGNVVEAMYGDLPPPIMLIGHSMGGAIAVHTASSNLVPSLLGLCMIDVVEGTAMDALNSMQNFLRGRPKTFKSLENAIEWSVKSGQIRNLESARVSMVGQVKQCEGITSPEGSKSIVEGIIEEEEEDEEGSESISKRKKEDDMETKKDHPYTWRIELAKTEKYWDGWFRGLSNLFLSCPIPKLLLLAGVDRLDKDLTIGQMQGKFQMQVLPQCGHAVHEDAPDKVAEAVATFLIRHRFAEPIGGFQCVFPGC
# GLD-1 TGE inh = GLD-1-TGE RNA interaction inhibition (C. elegans); Q17339; purified GLD-1 + fluorescein TGE RNA, fluorescence polarization; inhibition, % at 5.96 µM; 320,000 tested, 0.44% active;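 active = percent inhibition above a per-plate cutoff, the plate mean of test compounds plus 3 SD, cut at about 30% in these data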;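 also: 0% = DMSO wells with GLD-1 and probe and 100% = wells lacking GLD-1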
# AHR activator = activators of human aryl hydrocarbon receptor | P35869 | AHR-responsive luciferase reporter cells, luminescence | activation, % at 5 µM | 320,000 tested, 2.5% active | AID 2796; in the data active = activation above about 47%;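 also: 0% = vehicle wells and 100% = reference agonist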
# pPAFAH FP inh = pPAFAH (human) enzyme inhibition; 330,000 tested, 1.5% active; recombinant pPAFAH, FP-rhodamine probe fluorescence polarization; inhibition, % at 3.39 µM; AID 463082;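 active = inhibition above the mean inhibition across the screen plus 3 SD, cut at about 25% in these data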;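 also: inhibitors block binding of the rhodamine activity-based probe so polarization drops; 0% = enzyme with DMSO and 100% = wells lacking pPAFAH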
# * hit, by the source's call; ? = inconclusive; . = not tested or not shown.
Molecule	MCL1 BIM primary	Bcl-xL primary	Fam108B inh	MEX-5 binding	PAFAH1B2 FP inh	PME-1 primary	GLD-1 TGE inh	AHR activator	pPAFAH FP inh
O=C(Nc1nnc(-c2ccco2)o1)C1CC1	6	5	-6	.	0	0	1	-2	3
COc1ccc(OC)c(CCNC(=O)Cn2ccc3cc(S(=O)(=O)N4CCCC4)ccc32)c1	7	10	-1	-3.0	2	15	0	2	2
Cn1c(=NC(=O)C2CCCCC2)sc2cc([N+](=O)[O-])ccc21	-12	-9	0	1.0	7	6	3	2	7
Cc1ccc(Oc2ncccc2C(=O)NC2CCSC2=O)cc1 (stereo unspecified)	-2	0	8	-0.7	5	-1	1	0	7
O=C(c1ccc(F)cc1F)N1CCCC(c2nc(-c3cccs3)no2)C1 (stereo unspecified)	-2	2	2	2.5	-2	12	2	-1	4
Cc1ccc2nc(-c3ccc(Br)o3)oc(=O)c2c1	6	4	-12	-1.1	-4	-12	-3	-1	3
CCOC(=O)Cn1c(N)c(C(=O)OC)sc1=S	3	2	-3	-0.9	-3	-4	-3	2	-5
CCOC(=O)c1cc(NC(=O)N(C)C2CCCCC2)c(C)nc1C	-2	-4	-1	0.4	0	4	-5	3	2
CCN(CC)S(=O)(=O)c1ccc(OC)c(NC(=S)Nc2cc(C)ccc2C)c1	13	4	-4	3.1	.	-8	8	3	4
O=C(/C=C/c1cccs1)NCc1cccs1	4	4	5	-0.1	.	3	1	1	-1
COc1ccc(C2CCCN2C(=S)Nc2cccc(C)c2C)cc1OC (stereo unspecified)	9	6	0	-1.3	3	3	4	1	-2
Cn1c(SCc2nc3ccccc3s2)nnc1-c1ccc2c(c1)OCO2	-7	-8	0	-2.4	3	3	2	12	-6
O=C(CN(c1ccc(Cl)cc1)S(=O)(=O)c1ccc(Cl)c([N+](=O)[O-])c1)NCCc1ccc(F)cc1	1	-2	-1	0.6	3	2	0	0	3
CC(C)Nc1ncnc2c1cnn2Cc1ccccc1Cl	-2	-5	1	-1.6	2	-8	-1	2	6
CSc1ccc(S(=O)(=O)NCCSc2ccccn2)cc1	-2	-3	7	0.2	2	5	6	3	2
CC(=O)Nc1ccc(NC(=O)C2C3CCC(C3)C2C(=O)O)cc1 (stereo unspecified)	4	8	-4	0.3	1	4	5	0	3
NC1=NC(=O)C(Cc2ccccc2)S1 (stereo unspecified)	1	3	-2	-0.2	2	-3	3	2	2
Cn1c(=O)[nH]c(=O)c2c1nc(CN1CCOCC1)n2CCCO	13	7	5	-1.3	2	-4	9	0	2
COC(=O)c1cc(NC(=O)c2ccccc2)c(=O)oc1C	-2	-2	-4	-3.2	9	2	-3	-1	6
COc1ccc(NC(=S)NC2CCCCCC2)c(OC)c1	2	5	-4	1.1	1	0	0	2	1
COc1ccc(CCN=C(C)c2cc(C)c(C)cc2O)cc1OC	1	5	-5	-0.1	-2	-1	-5	2	4
C[C@H]1COC(=O)[C@H](CC(=O)OC(C)(C)C)C/C=C\C[C@@H](CC(=O)N[C@H](CO)Cc2ccccc2)C(=O)N1	.	.	.	.	0	.	2	-1	2
C=CCOc1ccccc1CNc1ccccc1C	4	5	6	0.3	0	5	6	12	3
CCSc1nnc(-c2ccc(S(=O)(=O)N3CCCC3)cc2)n1C	3	1	-1	-1.6	-4	8	0	-3	4
COc1cc(/C=C2/C(=N)N3C(=NC2=O)SN=C3S(C)(=O)=O)ccc1OC(=O)c1ccco1	-4	5	4	9.7	9	1	-5	2	5
CN(Cc1ccco1)S(=O)(=O)c1nnc(NC(=O)c2cccc(Cl)c2)s1	11	9	-9	-3.7	5	-9	2	8	3
O=C(NCCOc1ccccc1F)c1ccccc1SCc1ccc(F)cc1	1	3	5	1.5	9	8	6	9	2
Clc1cccc(N2CCN(c3nnnn3-c3ccccc3)CC2)c1	0	1	2	-1.8	-4	2	5	1	5
CCOc1cc2[nH]c(=O)n(CCCN3CCN(c4ccc(OC)cc4)CC3)c(=O)c2cc1OCC	8	8	5	0.0	3	-6	4	1	10
O=C(O)C[C@H]1c2cc(C(F)(F)F)ccc2S(=O)(=O)N1C1CCCC1	-1	-3	3	0.8	0	0	7	6	0
COc1ccc(CNC(=O)c2[nH]c(C)c(C(C)=O)c2C)cc1	-1	5	0	2.4	3	-2	0	13	-2
CSc1ccccc1NC(=O)c1ccco1	2	4	2	3.4	3	4	0	-1	-2
CCN(CC)CCn1c2c(c(SCC(=O)Nc3cc(C)ccc3C)nc1=O)CCC2	-3	1	1	-0.2	7	-1	4	-1	0
O=C(COC(=O)Cc1ccc(S(=O)(=O)N2CCOCC2)s1)Nc1ccc(F)cc1F	.	.	.	.	4	.	-8	-1	14
CN(C)C1=NC[C@H](Cc2ccccc2)N1CCc1cccc(F)c1	1	2	4	.	-2	-1	1	1	-1
CCOC(=O)CCC(NC(=O)CCCC(=O)NC(CCC(=O)OCC)C(=O)OCC)C(=O)OCC (stereo unspecified)	-4	2	4	0.0	-2	6	0	-2	0
CC1=NN(C(N)=S)C(=O)C1N=Nc1ccccc1C (stereo unspecified)	-2	9	1	-4.7	5	-2	5	57*	11
C=CCOc1ccc(CNc2ccc(NC(=O)CC(C)C)cc2)cc1OC	2	5	2	-0.3	-5	-2	5	1	0
NC(N)=NS(=O)(=O)c1ccc(NC(=S)NC(=O)/C=C/c2cccs2)cc1	-2	1	-26	?	-3	-20	-1	1	-3
Cc1ccc(C)c(-c2nnc(NC(=O)c3ccc([N+](=O)[O-])o3)o2)c1	11	2	2	-2.2	8	-7	-10	7	-3
O=C(c1ccc(F)cc1)N1CCCCC(Sc2nnnn2-c2ccccc2)C1=O (stereo unspecified)	2	-1	4	-0.9	4	4	9	3	3
O=C(COC(=O)/C=C/c1ccc([N+](=O)[O-])cc1)NCc1ccccc1	6	5	0	1.0	-2	3	8	-4	4
CCOC(=O)c1ccc(NC(=O)c2nc(S(=O)(=O)Cc3ccccc3)ncc2Cl)cc1	27	7	-12	-2.7	0	-24	1	3	6
CCOC(=O)c1c(NC(=S)Nc2ccccc2)sc2c1CCN(C)C2	-25	-6	5	2.3	4	-2	-148	3	1
CCC/C(O)=C1\C(=O)CCCC1=NCCc1c(C)[nH]c2ccc(OC)cc12	-4	5	3	3.1	2	3	4	6	9
O=C(NCCOc1ccccc1)c1ccccc1NC(=O)C1CCCO1 (stereo unspecified)	11	7	4	-1.3	2	0	10	1	-4
CCCNc1ncnc2sc(C)c(C)c12	6	5	-1	.	0	-3	2	10	-1
O=C(C1=C(O)C(=O)N(c2ncccn2)C1c1ccc(Cl)cc1)c1ccco1 (stereo unspecified)	7	4	-5	-3.3	10	-1	4	75*	6
CC(=O)NNC(=O)c1cc2c3ccccc3n(C)c2s1	6	3	4	2.3	-6	2	2	75*	3
O=C(COc1ccccc1)N(Cc1ccccc1)c1nc(-c2ccccc2)cs1	0	0	-10	-1.4	2	-7	3	1	-1
COc1cccc(NC(=S)NNC(=O)Cn2nc([N+](=O)[O-])cc2C)c1	-1	4	2	-2.4	7	-5	-1	0	2
CCC(=O)Nc1ccc(N2CCN(S(C)(=O)=O)CC2)cc1	2	6	1	1.7	1	-3	0	0	1
O=C(c1cc2ccccc2o1)N1CCN(c2ccccc2Cl)CC1	-14	-9	0	2.8	-3	6	7	1	3
CCc1ccc(C2=NN(CCC(=O)NC3CCCCCC3)C(=O)CC2)cc1	-5	-1	0	0.9	6	4	6	2	15
Cc1nc([N+](=O)[O-])cn1CC(=O)Nc1ccc(F)c(Cl)c1	-1	2	1	-0.2	1	-6	-4	1	2
CCCCOc1ccc(C(=O)NCC(=O)NC2CCCCC2)cc1	7	-1	.	.	-1	-1	-2	1	0
COc1ccc(NC(=O)CSc2cc(C)ccc2C)cn1	18	13	2	-1.0	3	-3	18	-1	-1
COc1cc(CCC(=O)N2CCN(S(=O)(=O)c3ccc(C)cc3)CC2)cc(OC)c1OC	-14	-13	.	.	1	-2	2	1	-7
CCOc1ccc(C(C(=O)NC2CCCC2)N(CCOC)C(=O)CNC(=O)c2ccco2)cc1 (stereo unspecified)	4	3	-2	-1.1	3	6	6	-2	4
CCN(CC)S(=O)(=O)c1ccc2c(c1)nc(SCC(N)=O)n2-c1ccc(OC)cc1	-12	2	-7	-2.7	-3	5	-1	0	14

# Next section.
SMILES	MCL1 BIM primary	Bcl-xL primary	Fam108B inh	MEX-5 binding	PAFAH1B2 FP inh	PME-1 primary	GLD-1 TGE inh	AHR activator	pPAFAH FP inh
C=C(C)CSc1nnc(CCCCCNC(=O)OC(C)(C)C)o1	-10	-1	-3	-2.9	6	0	-3	7	-4
O=C(CNC(=O)c1ccccc1)OCc1cccc(Br)c1	-5	-1	0	1.8	1	0	1	-1	-2
S=c1[nH]ncn1-c1ccccn1	-15	-17	-6	-0.4	-4	2	-9	11	2
COc1cc([N+](=O)[O-])cc(/C=N/N(CCC#N)C(C)=O)c1O	3	-2	-1	1.0	1	3	-6	8	2

# 4 of the compounds above, with each value named:
Cn1c(=O)[nH]c(=O)c2c1nc(CN1CCOCC1)n2CCCO
  MCL1 BIM primary: 13
  Bcl-xL primary: 7
  Fam108B inh: 5
  MEX-5 binding: -1.3
  PAFAH1B2 FP inh: 2
  PME-1 primary: -4
  GLD-1 TGE inh: 9
  AHR activator: 0
  pPAFAH FP inh: 2
COC(=O)c1cc(NC(=O)c2ccccc2)c(=O)oc1C
  MCL1 BIM primary: -2
  Bcl-xL primary: -2
  Fam108B inh: -4
  MEX-5 binding: -3.2
  PAFAH1B2 FP inh: 9
  PME-1 primary: 2
  GLD-1 TGE inh: -3
  AHR activator: -1
  pPAFAH FP inh: 6
COc1ccc(NC(=S)NC2CCCCCC2)c(OC)c1
  MCL1 BIM primary: 2
  Bcl-xL primary: 5
  Fam108B inh: -4
  MEX-5 binding: 1.1
  PAFAH1B2 FP inh: 1
  PME-1 primary: 0
  GLD-1 TGE inh: 0
  AHR activator: 2
  pPAFAH FP inh: 1
COc1ccc(CCN=C(C)c2cc(C)c(C)cc2O)cc1OC
  MCL1 BIM primary: 1
  Bcl-xL primary: 5
  Fam108B inh: -5
  MEX-5 binding: -0.1
  PAFAH1B2 FP inh: -2
  PME-1 primary: -1
  GLD-1 TGE inh: -5
  AHR activator: 2
  pPAFAH FP inh: 4

# Bioassay records (PubChem)

# Only part of the results is shown (hit frequency here may not be typical).
